Source: PubChem (Broad Institute)
BL2 CD40 inh: inhibitors of CD40-induced NF-kB signaling, primary screen, BL2 cells, luciferase reporter, single point | AID 1053188, 2014 | CD40L-induced, 4 h | 83,000 compounds, 0.94% hits | inhibition, % at 10 µM;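 active means mean inhibition of at least 50% with a set share of replicates also reaching that level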;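 further: 0% = neutral control wells and 100% = IKK inhibitor VII at 50 µM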
* hit, by the source's call; & = joins results of further samples; [ ] = remark or other dose. Not all compounds are listed; rates above refer to the full screens.

compound | BL2 CD40 inh
Cc1nc2ccccc2n1CC(=O)NN | 6
O=C(NC(N1CCOCC1)C(Cl)(Cl)Cl)c1cc([N+](=O)[O-])cc([N+](=O)[O-])c1 (stereo not given) | 8
O=C(c1ccoc1)N1CCCC(N2CCN(c3ccc(F)cc3)CC2)C1 (stereo not given) | 5
N/C(=N\OC(=O)Cc1ccc(Cl)cc1)c1cccnc1 | -12
Cc1ccc(S(=O)(=O)N(CC(=O)Nc2ccccc2)C(=O)N2CCN(C)CC2)cc1 | 11
CN(C)C(=O)c1cccc(-c2ccc([C@H]3[C@H](CO)N4CCCCN(S(C)(=O)=O)C[C@@H]34)cc2)c1 | -6[25 µM]
O=S1(=O)CCN(Cc2cccnc2)CC1 | 8
CC(=O)Oc1ccc2occ(/C=N/c3cc(=O)[nH]c(=S)[nH]3)c(=O)c2c1 | -4
C[C@H](CO)N1C[C@H](C)[C@H](CN(C)C(=O)CCC(F)(F)F)OCCCC[C@H](C)Oc2ccc(NC(=O)C3CCCCC3)cc2C1=O | -5[25 µM]
CC(C)(C)c1cc(C(F)(F)F)nc(SCCCNC(=O)c2ccco2)n1 | 13
COc1ccc(NC2CCCN(C(=O)c3cccs3)C2)cc1 (stereo not given) | -9
O=[N+]([O-])c1ccc(NN=Cc2cccc([N+](=O)[O-])c2)cc1 | -2
CO[C@@H]1CN(C)C(=O)c2ccc(NC(=O)C3CCCCC3)cc2OC[C@@H](C)N(Cc2cccnc2)C[C@H]1C | 7
O=C(Nc1ccc(F)cc1)N1CC(=O)N2[C@H](CO)[C@H](c3ccc(C4=CCCC4)cc3)[C@H]2C1 | 4[25 µM]
CCCc1cc(=O)[nH]c(SCC(=O)N2CCCC2=O)n1 | 7
CS(=O)(=O)N(CC(=O)Nc1ccc2c(c1)OCCO2)Cc1ccccc1 | -1
c1ccc(N2CCN(c3nc(-c4ccccn4)nc4ccccc34)CC2)cc1 | 3
CO[C@@H]1CC[C@H]2CCOc3c(C#N)cccc3C(=O)N(C)C[C@H](c3ccccc3)CC(=O)N(C)C[C@H]1O2 | -4[25 µM]
O=C(Cc1cccnc1)N1CC(=O)N2[C@H](CO)[C@H](c3ccc(C#CC4CCCC4)cc3)[C@H]2C1 | 3
Cc1oc(-c2cccs2)nc1CN1CCN(C(C)C)C(CCO)C1 (stereo not given) | 10
O=C(Cn1cccc1)N1CCc2ccccc21 | -4
CCCCSc1nc(N)nc2c1ncn2C1OC(CO)C(O)C1O (stereo not given) | -45
CCOC(=O)C1CCN(Cc2cnc(Oc3ccc(OC)cc3)s2)CC1 | 5
CCCNC(=O)Nc1cc(S(=O)(=O)CC)ccc1O | 21
c1ccc2cc(-c3cc4ccccn4c3)ccc2c1 | -56
CCCCN(C(=O)c1cccc(-n2cccc2)c1)c1c(N)n(Cc2ccccc2)c(=O)[nH]c1=O | -4
CC(C)CN(CC(C)C)C(=O)COc1ccccc1C(N)=O | 19
NNc1nc(-c2ccccc2)cc(-c2ccccc2)n1 | 19
CC(C)CCOCC(=O)Oc1ccccc1C(=O)O | 4
COC(=O)c1c(C#N)c(N)nc2c1CCCC2 | 6
COC(=O)Cc1ccc(NC(=S)NC(C)(C)C)cc1 | -3
CCCCSc1ncc(C(=O)OCC)c(N)n1 | -20
COc1ccc(CNC(=O)CN2CCC(C(=O)c3ccc(OC)cc3)CC2)cc1 | 4
O=C(CC1C(=O)NCCN1C(=O)c1ccc(F)cc1)OCc1ccccc1 (stereo not given) | 24
CCC(c1nnc(SCC(=O)Nc2cc(C)on2)o1)N(C)C (stereo not given) | 4
Cc1noc(C)c1NC(=O)N(C)C[C@@H]1Oc2ccc(NS(=O)(=O)c3cn(C)cn3)cc2C(=O)N([C@@H](C)CO)C[C@@H]1C | 0
c1ccc2sc(NC3=NCN(CCN4CCOCC4)CN3)nc2c1 | 11
O=C(CC(CC(=O)c1ccccc1)c1ccccn1)c1ccccc1 | -17
COc1ccc(C(=O)NC(C)c2nnc(SCC(=O)Nc3nc(C)cs3)n2C)cc1 (stereo not given) | 9
O=C(c1cccnc1)N1C[C@H]2[C@@H](c3ccccc31)[C@@H](CO)N2CC1CCCCC1 | 4[25 µM]
COc1ccc2c3c(n(C)c2c1)[C@@H](CO)N(C)CC31CCN(C(=O)NC(C)C)CC1 | -22[25 µM]
COC(=O)c1ccc(S(=O)(=O)NCc2ccco2)o1 | -12
O=C1OC2(c3ccccc31)c1ccccc1-c1ccccc12 | -1
CC1=CC(C)(C)N(C(=O)CN2C(=O)CCC2=O)c2ccccc21 | 7
COc1ccc(CNC(=O)CN2C(=O)NC3(CCCCCC3)C2=O)cc1 | 5
COc1ccc(C(=O)n2c(SC)nc3cc4c(cc32)OCCO4)cc1 | -30
C[C@@H]1CN([C@H](C)CO)C(=O)c2c(c3ccccc3n2C)-c2ccccc2CO[C@@H]1CN(C)S(=O)(=O)CC(F)(F)F | 6[25 µM]
CN1CCCC1CCNS(=O)(=O)c1ccc(Br)cc1 (stereo not given) | 16

Laid out differently: results already given
BL2 CD40 inh	mol
16	CN1CCCC1CCNS(=O)(=O)c1ccc(Br)cc1 (stereo not given)
7	CC1=CC(C)(C)N(C(=O)CN2C(=O)CCC2=O)c2ccccc21

Other results:
compound | BL2 CD40 inh
COc1ccc(NC(=O)c2ccc(NC(=O)CN3CCN(c4ccccc4OC)CC3)cc2)cc1 | 0
Cc1nc2c(n1C1CCCCC1)C(=O)c1ccccc1C2=O | -7
O=C(CN(CCO)c1ccccc1)NC12CC3CC(CC(C3)C1)C2 | 15
CCOC(=O)C(C)Sc1ccc2nnc(CCNS(=O)(=O)c3ccccc3)n2n1 (stereo not given) | 5
COCCNC(=O)c1ccc(Cl)c(Cl)c1 | 7
CN(C(=O)COC(=O)c1cccc(S(=O)(=O)N2CCCCCC2)c1)C1CCS(=O)(=O)C1 (stereo not given) | 19
CC(C)(C)S(=O)N1Cc2cc(C(=O)NCCCN3CCOCC3)nc(-c3cccc(-c4cccc(F)c4)c3)c2[C@H]1CCO (stereo not given in full) | 12[25 µM]
COCC(=O)OCC(=O)Nc1cc(C)c(C)cc1[N+](=O)[O-] | 6

6 records drawn at random from the list so far:
compound | BL2 CD40 inh
Cc1nc2c(n1C1CCCCC1)C(=O)c1ccccc1C2=O | -7
CN(C(=O)COC(=O)c1cccc(S(=O)(=O)N2CCCCCC2)c1)C1CCS(=O)(=O)C1 (stereo not given) | 19
COc1ccc(NC(=O)c2ccc(NC(=O)CN3CCN(c4ccccc4OC)CC3)cc2)cc1 | 0
COCC(=O)OCC(=O)Nc1cc(C)c(C)cc1[N+](=O)[O-] | 6
CC(C)(C)S(=O)N1Cc2cc(C(=O)NCCCN3CCOCC3)nc(-c3cccc(-c4cccc(F)c4)c3)c2[C@H]1CCO (stereo not given in full) | 12[25 µM]
CCOC(=O)C(C)Sc1ccc2nnc(CCNS(=O)(=O)c3ccccc3)n2n1 (stereo not given) | 5

(list continues)
compound | BL2 CD40 inh
Cc1ccc(S(=O)(=O)N(C)C[C@@H]2Oc3c(NC(=O)c4ccncc4)cccc3C(=O)N([C@@H](C)CO)C[C@@H]2C)cc1 | 10
Cc1cc(NC(=O)CS(=O)(=O)c2ccc(F)cc2)no1 | 7
N#Cc1cccc(-c2ccc([C@@H]3[C@H]4CN(C(=O)Nc5cccc(F)c5)CCCCN4[C@H]3CO)cc2)c1 | 18[25 µM]
Cc1ccnc(NC(=O)c2ccc(S(=O)(=O)N3CCC(C)CC3)cc2)c1 | -57
N#C[C@H]1[C@@H](c2ccc(-c3ccccc3F)cc2)[C@@H](CO)N1C(=O)Cc1ccccc1 | 20[25 µM]
CCCCC1=NN2CCS(=O)(=O)N=C2S1 | 10
COc1ccccc1-c1ccccc1[C@H]1[C@@H](C#N)N(C(=O)C2CCC2)[C@H]1CO | 8[25 µM]
CC1Cc2ccccc2N1C(=O)Cn1cnc2ccccc21 (stereo not given) | 11
Cc1ccccc1C(=O)N1CCC(C(=O)Nc2cc(C(F)(F)F)ccc2N2CCCC2)CC1 | 4
CCC(C)(CC(=O)N(C)CCC#N)c1ccccc1 (stereo not given) | 2
O=C(C[C@@H]1C[C@H]2c3cc(NC(=O)Nc4ccccc4F)ccc3O[C@H]2[C@@H](CO)O1)NCc1ccccn1 | -15[25 µM]
CO[C@H]1CN(C)C(=O)c2cc(NS(=O)(=O)c3cccc(Cl)c3)ccc2OC[C@@H](C)NC[C@H]1C | -7[25 µM]
CCC(=O)N1CC[C@@H]2[C@@H](CO)N(C)c3ccc(-c4ccc(F)cc4)cc3[C@@H]21 | 14[25 µM]
CO[C@@H]1CN(C)C(=O)c2ccc(NC(=O)c3ccc(-c4ccccc4)cc3)cc2OC[C@@H](C)NC[C@H]1C | 35
Cc1cccc(S(=O)(=O)N(C)C[C@@H]2OCc3ccccc3-c3ccccc3C(=O)N([C@@H](C)CO)C[C@@H]2C)c1 | 19
CC(C)Cn1c(=O)c(C(=O)N/N=C/c2cccc(F)c2)c(O)c2ccccc21 | 1
NS(=O)(=O)c1ccc(CCNCC#Cc2ccccc2)cc1 | 12
Cc1cccc(C)c1NC(=O)CNC(=O)c1ccc2c(c1)NC(=O)CS2 | 8
Cc1ccc2c(c1)N(CCCC(=O)NCc1cccnc1)C(=O)CO2 | 11
COc1ccc(NC(=S)Nc2cccc(Cl)c2Cl)cc1OC | -11
O=C(NC1CCCCC1)N1CCC(c2nc(-c3ccc(S(=O)(=O)N4CCCC4)cc3)no2)CC1 | 25
Nc1ccc(N)c(C(=O)O)c1 | 20
CCc1noc(C)c1C(=O)OCC(=O)c1ccc(NC(C)=O)cc1F | -7
O=S(=O)(c1ccccc1)N1CCN(c2cc(-c3ccccc3)nc3ncnn23)CC1 | 16
c1cc(OCCCN2CCCCC2)ccc1CN1CCCCC1 | -10
CCn1c2ccccc2c2cc(NC(=O)CNCc3ccccc3OC)ccc21 | 7
CN(c1ccc(OCC(=O)NC2=NCCS2)cc1)S(=O)(=O)c1ccc(F)cc1 | 2
COc1ccccc1CCC(=O)Nc1ccc2c(c1)c(=O)n(C)n2Cc1ccc(F)cc1 | 6
OC(c1ccc(Cl)c(Cl)c1)c1ncc(-c2cccc(F)c2)[nH]1 (stereo not given) | 12
CN1CCN(c2nc(-c3ccco3)cc(C(F)(F)F)n2)CC1 | 6
O=C(CCCN1C(=O)CSc2ncccc21)N1CCN(Cc2ccccc2)CC1 | 8
CC(=O)N1CC2(C)CN(C(C)=O)CC(C)(C1)C2=O | 5
O=C1c2ccccc2C(=O)c2cc(NC(=O)C3CC3)ccc21 | -73
CCCCC(C)Sc1nc2c([nH]1)c(=S)n(C)c(=O)n2C (stereo not given) | -37
CC1(C)Cc2c(cnn2-c2cccc(F)c2)C(NC(=O)Cn2cccn2)C1 (stereo not given) | -13
CCCNC(=O)[C@@H]1CCCN1C(=O)[C@@H]1Cc2ccccc2CN1 | 7
COc1ccc(CN(C)C[C@H]2OCCCC[C@@H](C)Oc3ccc(NC(=O)C4CCCCC4)cc3C(=O)N([C@@H](C)CO)C[C@@H]2C)cc1 | 20[25 µM]
COc1ccccc1NS(=O)(=O)c1cccc(NS(=O)(=O)c2cc(C(=O)O)ccc2Cl)c1 | 6
N#Cc1ccccc1CSc1nc2ncc(Br)cc2[nH]1 | -8
Cc1nnc(SCc2cc(=O)[nH]c(N3CCCCC3)n2)s1 | 7
O=Cc1ccc(N2CCCCC2)cc1 | 4
CO[C@H]1CN(C)C(=O)c2ccc(NC(=O)C3CCOCC3)cc2OC[C@@H](C)N(CC2CC2)C[C@H]1C | -4
COc1ccc(C(C)=O)c2c1OCCO2 | 8
O=C(C1CCOCC1)N1C[C@@H]2N[C@H](C1)C2c1ccc(-c2cncnc2)cc1 (stereo not given in full) | 1&1
COc1ccc(OCC(=O)N2N=C(C(F)F)CC2(O)C(F)F)cc1 (stereo not given) | 4
O=C(NC[C@@H]1N[C@@H](CO)[C@@H]1c1ccccc1)c1ccccc1F | -4[25 µM]
Cc1ccc(C(CNS(=O)(=O)c2ccc(C)cc2)N2CCN(C)CC2)cc1 (stereo not given) | 4
CC(CCC(=O)NCC(=O)O)C1CCC2C3CCC4CC(O)CCC4(C)C3CC(O)C12C (stereo not given) | 10[25 µM]
C[C@H]1CN([C@@H](C)CO)C(=O)c2ccccc2-c2ccccc2CO[C@H]1CN(C)S(=O)(=O)c1ccsc1 | 3
Cc1cc(C(F)(F)F)nn1CC(=O)N1CCOCC1 | -1
CC1=C(C)CC(C(=O)Nc2nc(-c3ccc(F)cc3)c(C)s2)C(C(=O)O)C1 (stereo not given) | 1
COc1cccc(-c2ccc(NC(=O)C3CCCN(Cc4cnn(C)c4)C3)cc2)c1 (stereo not given) | -11
Cc1ccc(-c2csc(NC(=O)Cc3ccc(F)cc3)n2)o1 | 32
Cc1cccc(C)c1NC(=O)CN1C(=O)NC(C)(CCc2ccccc2)C1=O (stereo not given) | 7
N#CCSc1nc2c(c(C3CC=CCC3)c1C#N)CCC2 (stereo not given) | 7
Cc1occc1-c1nnc(SCC(=O)NC2CCC(C)CC2)o1 (stereo not given) | 9

4 of the entries above in order of their number in BL2 CD40 inh, lowest first.
Molecule | BL2 CD40 inh
Cc1cc(C(F)(F)F)nn1CC(=O)N1CCOCC1 | -1
Cc1cccc(C)c1NC(=O)CN1C(=O)NC(C)(CCc2ccccc2)C1=O (stereo not given) | 7
Cc1occc1-c1nnc(SCC(=O)NC2CCC(C)CC2)o1 (stereo not given) | 9
Cc1ccc(-c2csc(NC(=O)Cc3ccc(F)cc3)n2)o1 | 32

(cont.)
compound | BL2 CD40 inh
O=C(NC1CCCC1)C(=O)N(Cc1cccnc1)C(C(=O)NCC1CCCO1)c1ccco1 (stereo not given) | 9
COc1ccc(NC(=O)C2(N(CC(C)C)C(=O)Cn3nnnc3N)CCCCC2)cc1 | -4
Cc1nn(CC(=O)c2ccc3c(c2)OCCO3)c(=O)c(C#N)c1C | 1
NC(=O)c1ccsc1NC(=O)CSc1nnc2ccccn12 | -12
